Tb MetRS inh – Trypanosoma brucei MetRS inhibition. purified T. brucei MetRS, ATP depletion, Kinase-Glo luminescence. inhibition, % at 11.9 µM. 360,000 tested, 0.4% active. AID 624268;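 active = inhibition above a per-plate cutoff of the control wells' mean inhibition plus 3 SD, cut at about 5.5% in these data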;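 also: 0% = DMSO wells median and 100% = median of wells with control inhibitor compound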
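Material – parasite MetRS enzyme · Medium – HEPES-MgCl2-KCl buffer plus DTT, spermine, BSA, pyrophosphatase · Reagent – ATP, methionine and E. coli bulk tRNA substrates · Times – 15 min enzyme-compound preincubation, 2 h reaction, 10 min detection, 25 °C · Measured by – luminescence of leftover ATP · Evaluation – percent inhibition relative to median high and low control wells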
CSN deneddyl inh – CSN deneddylation inhibition; 360,000 tested, 0.38% active; AID 651999; inhibition, % at 12.5 µM; Purified CSN, SCF-Nedd8-OG deneddylation, fluorescence polarization;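 active = pattern-corrected inhibition above about 35%, with an unprinted fluorescence ratio check between 0.5 and 1.5, limit read from the data, passing the limit was not always enough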;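 also: 0% = enzyme with substrate and 100% = substrate without enzyme; some results filed as inactive read as strong as hits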
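Test system: Human Csn5 produced in HEK293T cells | Compound: 12.5 µM single point | Times: 90 min, room temperature | Signal: Fluorescence polarization readout | Read-out basis: % inhibition of substrate cleavage by Csn5 | Controls: no-enzyme wells high, enzyme-with-substrate wells low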
PABP1 MLLE inh – inhibitors of microRNA-mediated deadenylation, human PABP1 MLLE binding; GST-MLLE / FITC-PAM2 fluorescence polarization; 360,000 tested, 0.36% active; inhibition, % at 20 µM; P11940; in the data active = inhibition above about 35%, passing the limit was not always enough;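 also: plate controls were DMSO wells with GST-MLLE for no effect and wells lacking GST-MLLE protein for full effect; some results filed as inactive read as strong as hits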
Target sequence (P11940 whole entry, looked up): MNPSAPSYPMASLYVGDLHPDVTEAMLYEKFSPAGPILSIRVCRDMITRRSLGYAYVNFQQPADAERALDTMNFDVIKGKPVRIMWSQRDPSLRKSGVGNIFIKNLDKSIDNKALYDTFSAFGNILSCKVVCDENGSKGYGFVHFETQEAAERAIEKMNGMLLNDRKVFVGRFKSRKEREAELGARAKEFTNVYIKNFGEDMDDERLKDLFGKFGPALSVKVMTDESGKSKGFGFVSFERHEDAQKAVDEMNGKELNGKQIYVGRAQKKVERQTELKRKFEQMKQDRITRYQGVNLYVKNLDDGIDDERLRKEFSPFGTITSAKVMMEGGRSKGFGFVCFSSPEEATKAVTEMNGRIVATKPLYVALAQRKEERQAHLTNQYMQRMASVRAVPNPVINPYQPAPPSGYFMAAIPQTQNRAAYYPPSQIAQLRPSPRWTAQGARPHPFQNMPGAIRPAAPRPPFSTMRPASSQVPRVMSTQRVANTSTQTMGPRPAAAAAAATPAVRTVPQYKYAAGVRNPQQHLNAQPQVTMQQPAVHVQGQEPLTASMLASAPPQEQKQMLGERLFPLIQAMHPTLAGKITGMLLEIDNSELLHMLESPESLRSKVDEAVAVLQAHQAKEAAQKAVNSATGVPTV
Rpn11 inh – blocks the human proteasome subunit Rpn11 | AID 588493 | O00487 | 360,000 tested, 0.59% active | human 26S proteasome, Ub4-pepOG fluorescence polarization; 20S core pre-blocked with epoxomicin | calls only at 20 µM;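 active = inhibition at 20 µM, scaled to each plate's controls, above about 33%, limit read from the data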
Target sequence (O00487 whole entry, looked up): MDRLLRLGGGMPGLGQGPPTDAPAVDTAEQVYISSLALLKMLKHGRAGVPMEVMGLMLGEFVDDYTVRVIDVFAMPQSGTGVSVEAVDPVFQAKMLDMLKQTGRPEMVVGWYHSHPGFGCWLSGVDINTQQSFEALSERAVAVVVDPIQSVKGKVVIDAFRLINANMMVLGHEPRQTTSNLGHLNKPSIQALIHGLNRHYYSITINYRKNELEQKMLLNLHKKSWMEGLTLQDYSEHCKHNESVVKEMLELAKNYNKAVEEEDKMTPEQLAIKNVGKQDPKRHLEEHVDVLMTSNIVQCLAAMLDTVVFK
SUMO1-SIM PPI – SUMO1-SIM interaction modulation. SUMO1 binding to a labelled peptide, TR-FRET, 1 h. 360,000 tested, 0.33% active. inhibition, % at 20 µM. P63165; in the data active = inhibition above about 37%
Target sequence (P63165 whole entry, looked up): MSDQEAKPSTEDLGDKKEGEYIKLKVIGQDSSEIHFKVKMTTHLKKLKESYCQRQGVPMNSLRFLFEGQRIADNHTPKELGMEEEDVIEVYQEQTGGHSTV
STEP block – inhibitors of human striatal-enriched phosphatase STEP. P54829. 360,000 tested, 0.25% active. recombinant STEP, OMFP fluorogenic substrate, fluorescence. inhibition, % at 20 µM;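 active = inhibition at 20 µM, scaled per plate between control wells, above about 37%, limit read from the data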;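 also: 0% = DMSO with enzyme and substrate and 100% = substrate only without enzyme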
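Material: STEP (striatal-enriched tyrosine phosphatase) enzyme, cell-free; Compound dosing: 20 µM single dose in 1% DMSO; Technique: fluorescence read at 480 nm ex / 540 nm em; Times: reaction 20 min, ambient temperature; Medium: 50 mM Bis-Tris pH 6.0 with 2.5 mM DTT and 0.005% Tween 20; Also added: OMFP at 25 µM.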
DNMT1 block – blocks human DNA methyltransferase DNMT1; 360,000 tested, 0.83% active; inhibition (reported as % activation of signal), % at 10 µM; AID 588458; P26358; DNMT1 molecular beacon, Hinp1I cleavage, fluorescence; in the data active = inhibition above about 50%
Scp-1 inhibitor – Scp-1 (human) phosphatase inhibition | 340,000 tested, 0.88% active | Recombinant Scp1, phosphopeptide, malachite green phosphate absorbance | inhibition, % at 20 µM;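 active = inhibition above about 50% at 20 µM, limit read from the data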;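 also: plate controls were DMSO wells with enzyme for no effect and wells lacking enzyme for full effect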
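assay system = SCP-1 phosphatase catalytic domain, residues 76-261 | buffer or medium = 50 mM Tris acetate pH 5.5, 0.005% Tween-20, 10 mM MgCl2 | incubation = enzyme reaction 45 min at room temperature, colour 5 min, stabilisation 30 min | signal = Phosphate-binding colour reagent, absorbance read at 630 nm | measure = % inhibition at 20 µM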
NadD block – inhibitors of Staphylococcus aureus NadD; AID 602399; 360,000 tested, 0.78% active; purified NadD enzyme, colorimetric absorbance read-out; inhibition, % at 20 µM; in the data active = inhibition above about 26%; also: some compounds past the cut are filed as inactive
LMPTP block – blocks human LMPTP phosphatase | inhibition, % at 20 µM | P24666 | recombinant LMPTP-A, OMFP fluorogenic substrate, fluorescence intensity | 360,000 tested, 0.22% active;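 active = compounds that cut the enzyme signal by at least half of the control window in the single-dose screen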;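 also: plate controls were DMSO wells with enzyme plus substrate for no effect and substrate without enzyme for full effect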
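Test system – LMPTP-A enzyme · Amount – LMPTP-A at 0.625 nM final in the reaction · Buffer or medium – Bis-Tris pH 6.0, DTT, detergent · Reagent – OMFP 400 µM · Doses – single 20 µM dose · Schedule – reaction 50 min, room temperature, dark · Detection – fluorescence intensity of OMFP turnover product · Evaluation – percent inhibition versus substrate-only and uninhibited controls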
* = called active by the depositor; i = inactive; . = no result given; + = active, no number.

Values run as follows: Tb MetRS inh, CSN deneddyl inh, PABP1 MLLE inh, Rpn11 inh, SUMO1-SIM PPI, STEP block, DNMT1 block, Scp-1 inhibitor, NadD block, LMPTP block
NNC(=O)c1cc2ccccc2cc1O
  -0.2, -8, 4, i, -5, 0, 11, 7, 8, -0.4
Cc1ccccc1NC(=O)Nc1ccccn1
  -0.1, 0, 2, i, 2, -1, 7, -4, 1, -0.1
COc1ccc(N2CCN(C(=O)CSc3ncnc4c3cnn4-c3ccccc3C)CC2)cc1
  0.9, -2, 8, i, -4, -1, 6, 1, 6, 0.8
Cc1ccc(-c2nnn(CC(=O)N(c3ccccc3F)C(C(=O)NC3CCCC3)c3ccncc3)n2)o1 (stereo not drawn)
  -0.2, -3, -10, i, -5, -1, 4, -3, 1, -1.3
CCCCc1cc(=O)oc2cc(C)cc(OCC(=O)NCCN3CCOCC3)c12
  -0.3, -1, 0, i, -4, -1, 1, 1, -3, -1.5
C[C@H](CO)N1C[C@H](C)[C@@H](CN(C)S(=O)(=O)c2cccs2)Oc2c(NC(=O)Cc3ccccc3)cccc2C1=O
  -0.5, -2, 2, i, 2, 0, 3, -4, -6, -2.0
O=C(Nc1nc2ccc(F)cc2s1)c1cccc(S(=O)(=O)N2CCc3ccccc32)c1
  -0.7, -2, 8, i, 1, -1, -8, -12, 22, 2.8
NC(=S)N=Nc1c(O)n(Cc2ccccc2)c2ccccc12
  0.6, -2, 22, i, 0, -2, -1, -14, 11, 0.6
COc1ccc(C(C#N)CCC2OCCO2)cc1OC (stereo not drawn)
  -0.4, -2, 3, i, -1, 0, 3, -2, -8, 0.6
CC(=O)Nc1ccc(SCC(=O)NC(=O)c2ccccc2Br)cc1
  -0.3, -4, 44*, i, -3, -2, 7, 3, -10, -0.5
N#Cc1cc(C#N)c(SCC(=O)N2CC(=O)Nc3ccccc32)nc1N
  -0.4, 10, -19, +, -14, 4, -4, 8, 8, 5.5
O=C(CCCn1c(=O)c2sccc2n(CC(=O)NCC2CCCO2)c1=O)NCc1ccco1 (stereo not drawn)
  -1.4, 2, 1, i, -2, 2, 7, 0, -1, 0.0
O=C(O)c1cc(N/N=C2/CC(c3ccccc3)Oc3ccccc32)ccc1Cl (stereo not drawn)
  -0.3, 10, 16, i, 26, 0, 10, 6, 4, 0.7
CCN1CCN(C(=O)c2oc(=O)c3ccccc3c2-c2ccc(C)cc2)CC1
  0.4, -1, 1, i, 4, 1, -1, -1, -1, -0.2
CCn1ncc(Br)c1C(=O)Nc1ccc2c(c1)OCCO2
  -0.7, -5, -6, i, 4, 4, -1, -4, -8, -0.3
O=C(CSc1nnc(-c2cccnc2)n1Cc1ccco1)NCc1ccc2c(c1)OCO2
  -0.2, 2, -5, i, 3, -6, 0, -5, 5, -0.7
O=C(Cn1nnc2ccccc21)OCC(=O)c1ccc(Cl)c(Cl)c1
  1.4, -1, -3, i, 1, 0, 0, -15, 10, 0.5
COc1ccc([N+](=O)[O-])cc1NC(=O)CCc1ccccc1
  0.6, -6, 1, i, -21, 1, -4, -14, -6, -1.0
CC1(C)Cc2cccc(OCC(=O)N3CCN(S(=O)(=O)c4ccc(F)cc4)CC3)c2O1
  -1.2, -4, -27, i, 0, 0, 0, 2, -5, -1.1
CCN(CC(O)CON=C1c2ccccc2-c2ccccc21)S(=O)(=O)c1ccc(C)cc1 (stereo not drawn)
  0.0, 4, 14, i, -1, 2, -11, -17, -11, 5.5

An excerpt from above in order of the SUMO1-SIM PPI value, ascending:
| canonical_smiles | Tb MetRS inh | CSN deneddyl inh | PABP1 MLLE inh | Rpn11 inh | SUMO1-SIM PPI | STEP block | DNMT1 block | Scp-1 inhibitor | NadD block | LMPTP block |
| --- | --- | --- | --- | --- | --- | --- | --- | --- | --- | --- |
| CC1(C)Cc2cccc(OCC(=O)N3CCN(S(=O)(=O)c4ccc(F)cc4)CC3)c2O1 | -1.2 | -4 | -27 | i | 0 | 0 | 0 | 2 | -5 | -1.1 |
| CCn1ncc(Br)c1C(=O)Nc1ccc2c(c1)OCCO2 | -0.7 | -5 | -6 | i | 4 | 4 | -1 | -4 | -8 | -0.3 |
| O=C(O)c1cc(N/N=C2/CC(c3ccccc3)Oc3ccccc32)ccc1Cl (stereo not drawn) | -0.3 | 10 | 16 | i | 26 | 0 | 10 | 6 | 4 | 0.7 |

(listing goes on)
Values run as follows: Tb MetRS inh, CSN deneddyl inh, PABP1 MLLE inh, Rpn11 inh, SUMO1-SIM PPI, STEP block, DNMT1 block, Scp-1 inhibitor, NadD block, LMPTP block
O=C(Nc1cc(C(F)(F)F)ccc1-n1cnc2ccccc21)c1ccccc1
  -0.3, 1, -1, i, 3, 6, 4, -1, 0, 0.2
CCN(CC(=O)NCc1cccs1)C(=O)/C=C/c1ccc(OC)c(OC)c1
  -0.5, -1, -5, i, -6, 0, 0, 0, 0, -1.1
CCCc1cc(=O)[nH]c(SCC(=O)Nc2nonc2C)n1
  -0.1, -2, 18, i, -4, 1, 2, -4, 7, -1.1
CN1CCN(C(=O)c2ccc(NS(=O)(=O)c3cccc([N+](=O)[O-])c3)cc2)CC1
  -0.3, 0, 22, i, -6, -4, 2, -9, -3, -4.5
Cc1cc(S(=O)(=O)N2CCOCC2)ccc1OCC(=O)N1CCC(C)CC1
  0.1, 2, 17, i, 2, 1, 6, -3, -2, -0.9
CC(=O)Nc1ccc(OC(=O)c2cc3ccccc3oc2=O)cc1
  0.0, -8, 12, i, -29, -2, 1, -13, 1, -3.8
CC1CCc2cc(F)ccc2N1C(=O)CSc1nnc(-c2cccs2)n1C (stereo not drawn)
  0.1, -8, -1, i, 0, 3, 1, -2, 5, -1.1
CC1(C)CC(=O)c2c(nc(SCC(=O)Nc3nsc(-c4ccccc4)n3)c(C#N)c2-c2ccccc2)C1
  -0.2, 0, -2, i, 3, 0, -4, -21, 39*, 1.8
CCc1cccc(NC(=S)N(CCN(C)C)C(C)c2ccncc2)c1 (stereo not drawn)
  0.1, 2, 22, i, -1, 5, 0, 1, -6, -5.8
COc1ccccc1N1CCN(C2CC(=O)N(C)C2=O)CC1 (stereo not drawn)
  0.1, -1, 10, i, 0, -1, 2, -7, 2, -1.5
CCc1nc(N2CCCC2C(=O)O)c2oc3ccccc3c2n1 (stereo not drawn)
  -0.1, -1, 7, i, 0, 2, 2, 4, 0, 1.2
Clc1cccc(OCCn2ccnc2)c1
  -0.8, -3, -13, i, 10, -3, 1, -4, -2, -0.2
C/C(=N\N=C(/N)SC1CC(=O)N(c2cccc(Cl)c2)C1=O)c1cccs1 (stereo not drawn)
  -0.5, 4, -3, i, -7, -3, -13, -10, 5, 1.7
COc1ccc(/C=N/Nc2nonc2N)c(OC)c1
  0.0, 0, 7, i, -6, 0, -4, -11, 0, -0.2
Cc1ccc2nc(/C(C#N)=C\c3ccc(Oc4ccc(C(F)(F)F)cc4[N+](=O)[O-])cc3)[nH]c2c1
  -0.5, 9, -9, i, -5, 12, 81*, 97*, 33*, 13
CCC(NC(=O)Cc1c(C)c2c(cc(C)c3c(C)c(C)oc32)oc1=O)C(=O)O (stereo not drawn)
  -1.6, 2, 0, i, -11, 1, 7, 5, -3, -1.7
CC(C)NC(=O)c1ccccc1NC(=O)Cc1ccc([N+](=O)[O-])cc1
  -1.1, -3, 13, i, -9, 14, 2, -10, -1, -1.5
COc1ccc(NC2CCCN(C(=O)CCN3CCOCC3)C2)cc1 (stereo not drawn)
  0.0, -2, 2, i, 0, 2, 0, -2, 0, -1.0
COc1ccccc1OCC(=O)NCC1CCCN(Cc2cnn(C(C)C)c2)C1 (stereo not drawn)
  -0.1, 2, -7, i, 3, 0, 0, -7, -7, -0.4
COc1ccc(C(=O)Nc2cccc(/C=C(/CCC(=O)O)c3nc4ccccc4s3)c2)cc1
  -0.3, 7, -34, i, -5, -3, 3, 8, 35*, 0.3
COc1cc(NC(=O)c2ccc([N+](=O)[O-])cc2)c(OC)cc1NC(=O)CC(C)C
  -0.6, -2, 6, i, -10, -6, 1, -5, -11, -1.2
CCCN(CCC)C(=O)CSc1nc2c(sc(=S)n2-c2ccc(OCC)cc2)c(=O)[nH]1
  0.3, -1, 1, i, 6, 2, -2, -11, 24, 0.0
O=S1(=O)CCOCCCN1Cc1cccc(C(F)(F)F)c1
  -0.1, -1, 7, i, -7, 1, -1, -10, 3, 1.2
N#Cc1ccc(NC(=O)COC(=O)c2cccc(S(=O)(=O)N3CCCC3)c2)cc1
  0.8, 2, -4, i, 2, 0, 2, ., -7, 0.0
CSc1nc(Oc2ccc(F)cc2F)cc(C(F)(F)F)n1
  -1.7, 2, 2, i, -57, -4, 4, 7, -4, 1.6
O=C1NC[C@@H](CCCCN2CCN(Cc3ccccc3)C(=O)C2=O)N(Cc2ccccc2)C1=O
  0.1, 6, ., ., 0, ., ., ., 5, -0.1
c1ccc(OCCNc2nc(NCC3CC3)nc3ccsc23)cc1
  -0.3, -1, 4, i, -1, 4, 7, ., 5, 33
O=C(Oc1ccccc1)N(c1ccccc1)c1ccccc1
  -0.4, 0, 9, i, 5, -1, -2, -3, 1, 3.0
O=S1(=O)CC(N2CC=CC2)CN1Cc1cn(Cc2ccc(F)cc2)nn1 (stereo not drawn)
  0.1, 0, ., ., -1, ., ., ., 3, 0.1
Cc1cc(NC(=O)COC(=O)COc2ccc(Cl)c(C)c2)no1
  -0.1, -4, -2, i, 3, 1, -1, ., -3, 0.3
Cc1ccc(NC(=O)C2C(=O)N(CCO)C3(C)CC2c2ccccc2O3)cc1 (stereo not drawn)
  -1.0, 1, 13, i, -2, 18, 1, 1, -1, -0.2
